GRK2 inh: compounds blocking aptamer binding on GRK2 – biochemical, human GRK2, bead flow cytometry, HTS, primary screen; 330,000 compounds, 0.59% hits; inhibition of aptamer binding, % at 10 µM; FAM-aptamer displacement from GRK2;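 active means inhibition of aptamer binding above 40%, roughly 3 SD of noise, on plates passing a quality check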;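 further: median bead fluorescence of bound FAM aptamer so fluorescent compounds give negative values; no value below 0 was filed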
Target sequence (P25098 whole entry, looked up): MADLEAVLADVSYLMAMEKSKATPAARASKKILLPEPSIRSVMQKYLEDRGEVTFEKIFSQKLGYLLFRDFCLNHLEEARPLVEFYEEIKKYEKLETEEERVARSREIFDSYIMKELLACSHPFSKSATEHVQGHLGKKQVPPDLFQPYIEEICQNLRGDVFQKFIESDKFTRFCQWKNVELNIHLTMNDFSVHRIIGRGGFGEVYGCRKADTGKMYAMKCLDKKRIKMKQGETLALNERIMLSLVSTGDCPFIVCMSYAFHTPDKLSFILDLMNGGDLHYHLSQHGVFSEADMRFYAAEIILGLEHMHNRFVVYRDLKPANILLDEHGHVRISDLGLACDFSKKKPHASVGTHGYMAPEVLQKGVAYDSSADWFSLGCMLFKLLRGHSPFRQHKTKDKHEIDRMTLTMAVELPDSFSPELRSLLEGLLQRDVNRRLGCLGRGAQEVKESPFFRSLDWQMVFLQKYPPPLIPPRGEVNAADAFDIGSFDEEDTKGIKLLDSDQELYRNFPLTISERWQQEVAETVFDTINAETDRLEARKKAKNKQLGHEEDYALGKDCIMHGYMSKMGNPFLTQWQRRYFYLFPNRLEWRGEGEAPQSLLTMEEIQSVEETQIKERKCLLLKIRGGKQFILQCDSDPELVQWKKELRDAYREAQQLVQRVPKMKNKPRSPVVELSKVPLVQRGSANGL
AGP1 TOR yeast: modulators of AGP1-GFP expression in yeast TOR pathway, primary screen, cell-based, multiplex flow cytometry, S. cerevisiae, MLPCN library; 3 h; GFP as percent of DMSO wells; GFP response vs DMSO, % at 10 µM; 320,000 compounds, 0.02% hits; AID 2066, 2009;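 active means GFP response relative to DMSO above a set limit, near screen average plus 3 SD, cut at about 150% in these data; inconclusive means fewer than 70 cells counted for the yeast strain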;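 further: median GFP channel fluorescence of the gated AGP1 strain per well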
VLA-4 inh: inhibition in human VLA-4 binding assay, primary screen, VLA-4 allosteric modulator project, MLPCN library, flow cytometry, VLA-4 expressing cells; ligand binding flow cytometry; inhibition, % (about 7 µM as worked out from the volumes in the protocol); 330,000 compounds, 0.2% hits; AID 2557, 2010; in the data active means inhibition above about 50%
LAP4-GFP MLPCN: modulators of LAP4-GFP expression in yeast, primary screen, S. cerevisiae, multiplex flow cytometry, MLPCN library; 3 h; median GFP as percent of DMSO wells; 320,000 compounds, 0.34% hits; GFP response vs DMSO, % at 10 µM;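 active means GFP response vs DMSO above a set limit, about the screen mean plus 3 SD, cut at about 150% in these data; inconclusive means under 70 cell events counted for the yeast strain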
MEP2 TOR yeast: modulators of MEP2-GFP levels in yeast, primary screen, S. cerevisiae, multiplex flow cytometry, MLPCN library; S. cerevisiae MEP2-GFP strain, 3 h; 100% = DMSO control level; GFP response vs DMSO, % at 10 µM; 330,000 compounds, 0.51% hits;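 active means GFP response versus DMSO above a set limit, roughly screen mean plus 3 SD, cut at about 180% in these data; inconclusive means fewer than 70 cells counted for a yeast strain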;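 further: median GFP fluorescence of the barcode-gated MEP2-GFP cells per well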
CIT2-GFP yeast: modulators of CIT2-GFP expression in yeast, primary screen, S. cerevisiae, GFP fusion, multiplex flow cytometry, MLPCN library | S. cerevisiae CIT2-GFP strain, 3 h; 100 means same as DMSO wells | GFP response vs DMSO, % at 10 µM | 320,000 compounds, 0.065% hits | AID 2029, 2009;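 active means GFP response relative to DMSO above a set limit, near the screen mean plus 3 SD, cut at about 150% in these data; inconclusive means Fewer than 70 cells measured for a yeast strain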;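 further: ratio of well median GFP fluorescence to mean of DMSO wells on the plate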
RPL19A-GFP yeast: RPL19A-GFP expression modulators in yeast, primary screen, cell-based, S. cerevisiae, multiplex flow cytometry, MLPCN; S. cerevisiae RPL19A-GFP strain, 3 h; stronger effect = lower value; percent response vs DMSO, % at 10 µM; 330,000 compounds, 0.3% hits; AID 2025, 2009;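 active means percent response vs DMSO below 50%; inconclusive means fewer than 70 events counted for the yeast strain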;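 further: median channel GFP fluorescence of the barcoded RPL19A-GFP strain; ratio of sample median GFP to plate DMSO average so 100% = DMSO; lower means less RPL19A-GFP as with rapamycin TOR inhibition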
Yeast superoxide: reduction of superoxide in aged yeast, primary screen, HTS. S. cerevisiae aged cells, superoxide DHE fluorescence; stronger effect = lower value. superoxide response (% of plate mean), % at 10 µM. 330,000 compounds, 0.18% hits;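 active means superoxide response under a set limit, about three screen SD below normal, cut at about 65% in these data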;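 further: yeast aged for seven days with compound at 30 °C before DHE staining; 100% = average MFI of all compound-treated wells on the plate with controls excluded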
Starred values were filed as active, the others as inactive; ? = inconclusive; . = no result given; [ ] = remark or other dose. Random draw from the library. Share with any hit: about 1.7%.

SMILES	GRK2 inh	AGP1 TOR yeast	VLA-4 inh	LAP4-GFP MLPCN	MEP2 TOR yeast	CIT2-GFP yeast	RPL19A-GFP yeast	Yeast superoxide
COc1ccc(/C=N/NC(=O)c2nc(-c3ccccc3)n(-c3ccccc3)n2)cc1	26	107	2	109	107	112	108	108
O=C1c2ccccc2C(=O)N1c1cc([N+](=O)[O-])ccn1	.	89	12	83	102	102	104	95
CCc1ccc2nc3nc(C)cc(C)c3c(N)c2c1	1	?	-10	80[may fluoresce violet]	384*[may fluoresce violet]	?	32*[may fluoresce violet]	109
CCOc1ccc(CC(=O)C2C(=O)CC(C)(C)CC2=O)cc1OCC	0	87	11	90	85	84	92	89
N#Cc1c(NCCCO)nc(NCc2ccccc2)c2c1CCN(Cc1ccccc1)C2	2	87	-1	104	108	92	106	103
COc1ccc(CNC(=O)COc2ccc(F)cc2)cc1	1	113	-16	102	103	99	102	89
C#CCOCCOCCOCCNc1nc(N2CCN(C(=O)[C@H](CCC(=O)O)n3cc(C(N)CC(C)C)nn3)CC2)nc(N2CCN(C(=O)[C@H](Cc3ccc(O)cc3)n3cc(C(N)[C@H](C)CC)nn3)CC2)n1 (stereo partly drawn)	0	99	4	106	91	97	102	100
COc1ccc(CN2CCN(CC(O)Cn3c4ccccc4c4ccccc43)CC2)cc1 (stereo not drawn)	0	96	-2	98	105	108	100	110
C=CCOc1ccc(/C(O)=C2/C(=O)C(=O)N(CCCn3ccnc3)C2c2cccs2)cc1 (stereo not drawn)	0	103	17	104	103	101	101	99
Cc1ccccc1NC(=O)Cn1c(NCC(C)O)nc2ccccc21 (stereo not drawn)	2	98	-3	102	99	98	97	90
Cc1ccc(-c2nn(-c3ccc(F)cc3)cc2C(=O)NC2CCC(O)CC2)cc1 (stereo not drawn)	0	107	7	112	101	111	98	69
O=C(Nc1ccc(OCC(=O)N2CCOCC2)cc1)c1cccc(Cl)c1	4	102	10	93	100	99	103	86
Cc1c(N=C(N)/N=C(\N)Nc2ccc(Br)cc2)c(=O)n(-c2ccccc2)n1C	0	99	6	97	100	97	100	96
Cn1c(=O)[nH]c(=O)c2[nH]c(CN3CCN(Cc4ccccc4)CC3)nc21	0	107	-4	102	107	99	98	106
CCc1nnc(NC(=O)c2cc(C)oc2C)s1	2	100	29	114	105	105	106	99
CN1CCN(C(=O)c2ccc(CNS(=O)(=O)c3cccc(Cl)c3)cc2)CC1	3	86	13	64	91	98	108	100
CC(C)(C)n1nc2c(c1NC(=O)C1CC(=O)N(c3ccc(Cl)cc3)C1)CS(=O)(=O)C2 (stereo not drawn)	2	103	-18	107	105	104	100	92
COc1cc(/C=C2/C(C)=C(C#N)c3nc(N)c(C#N)c(C)c32)ccc1OCC(=O)O	1	100	-5	92	103	.	96	100
CC(C)OC(=O)CC1C(=O)NCCN1C(=S)NC(=O)c1ccccc1Cl (stereo not drawn)	5	100	31	81	104	107	104	102
CCOC(=O)c1c(NC(=S)Nc2cccnc2)sc(C)c1C	1	89	2	98	90	87	90	93
Cc1c(NC(=O)c2cccs2)c(=O)n(-c2ccccc2)n1C	0	106	-2	101	95	101	98	97
Cc1ccccc1C(=O)OC1OC(=O)C(Cl)=C1Nc1ccccc1 (stereo not drawn)	4	95	19	95	89	93	91	110
COC(=O)c1ccc(COc2ccc3c(c2)CCC3)o1	0	104	9	109	97	97	97	100
O=C(Cc1cccc2ccccc12)NC(=S)Nc1cccc(C(=O)O)c1	4	99	3	105	101	101	98	111
O=C(Nc1ccccc1Cl)c1cccc(NC(=O)C2CCCC2)c1	3	101	18	92	110	101	103	103
SMILES	GRK2 inh	AGP1 TOR yeast	VLA-4 inh	LAP4-GFP MLPCN	MEP2 TOR yeast	CIT2-GFP yeast	RPL19A-GFP yeast	Yeast superoxide
COCc1c(Br)c(C)nc(OCC(=O)N/N=C/c2ccco2)c1C#N	37	103	1	98	98	98	99	105
Cc1ccc(C(=O)Nc2nncs2)cc1S(=O)(=O)N1CCOCC1	4	100	9	103	94	93	97	98
CC(=O)N(Cc1cccc(Br)c1)c1ccc(N2CCOCC2)c(Cl)c1	2	92	-1	96	104	100	97	114
CC(NC(=O)COC(=O)CNS(=O)(=O)/C=C/c1ccccc1)c1ccccc1 (stereo not drawn)	1	96	28	104	100	88	94	77
CCCOC(=O)CC1C(=O)NCCN1Cc1ccc(F)cc1 (stereo not drawn)	5	101	38	112	100	94	101	95
CCN(CC)CCCC(C)NC(=O)c1ccc(C(F)(F)F)cc1 (stereo not drawn)	0	92	0	86	85	91	92	92
CCn1cc(CN2CCC(n3nccc3NC(=O)CCOc3ccccc3)CC2)cn1	0	100	-1	101	103	111	100	100
O=C(Cc1ccc(Br)cc1)OCC(=O)c1ccc2c(c1)OCCO2	3	86	-15	122	93	102	95	93
O=C(O)COc1ccc2nsnc2c1Cl	0	?	5	?	89[may fluoresce violet]	?	87[may fluoresce violet]	113
CN(C)CCCOC(=O)c1ccc(Cl)cc1Cl	4	105	-4	111	101	109	101	99
O=C1CCC(/C=C/c2ccccc2)=NN1	2	96	1	103	108	93	107	121
COC(=O)c1ccc(/C=N\NC(=O)c2c(C)nc3ccc(Cl)cn23)cc1	1	99	0	89	113	110	103	94
Cc1ccc(NC(=O)CN2C(=O)S/C(=C\c3ccc(OCC(=O)O)c(Br)c3)C2=O)cc1	3	98	15	88	106	99	105	98
COc1ccccc1N1CCN(CC(=O)Nc2ccc(S(=O)(=O)N3CCCCCC3)cc2)CC1	0	99	-7	97	99	100	96	97
CCOc1ccccc1NC(=O)CN(C)S(=O)(=O)c1cnc[nH]1	4	100	4	108	103	97	98	98
Cc1cc(C(F)(F)F)n(-c2nc(C(=O)NN)cs2)n1	0	103	14	105	98	92	98	107
CC(=O)Cc1nsc(Nc2ccccc2)n1	1	87	-12	91	93	87	93	103
Cc1ccc2c(c1)Sc1c(ccc3ccccc13)N2	0	92	-23	95	93	86	94	98
CCOC(=O)CNC(=S)N(CCCN1CCCCCC1)Cc1cccs1	0	95	11	94	102	98	101	97
CC(=O)Cc1nsc(Nc2ccc(F)cc2)n1	0	109	3	103	98	99	107	101
Cc1c(C(=O)Nn2cnnc2)oc2ccccc12	1	104	19	98	97	94	105	104
CCOC(=O)N1CCC(NC(=O)CC2C(=O)NCCN2Cc2ccc(C)cc2)CC1 (stereo not drawn)	0	100	8	101	99	97	97	100
C=CCNC(=O)CSc1nc2sc(C)c(C)c2c(=O)[nH]1	2	104	37	97	107	95	103	116
CCOC(=O)N1CCN(C(=O)c2ccc3ccccc3c2)CC1	4	100	13	79	106	114	112	105
CCCCN(C(=O)c1cc2ccccc2o1)c1c(N)n(CCCC)c(=O)[nH]c1=O	3	94	11	96	113	98	96	88
SMILES	GRK2 inh	AGP1 TOR yeast	VLA-4 inh	LAP4-GFP MLPCN	MEP2 TOR yeast	CIT2-GFP yeast	RPL19A-GFP yeast	Yeast superoxide
O=C1CCCCC1C(O)c1ccc(Cl)cc1 (stereo not drawn)	2	100	-3	109	95	95	98	120
O=C(CSc1nnc(-c2ccncc2)n1CC1CCCO1)Nc1nccs1 (stereo not drawn)	2	94	-1	88	97	99	95	95
COc1ccc(N2CCN(S(=O)(=O)CCNC(=O)Cc3ccc([N+](=O)[O-])cc3)CC2)cc1	1	105	3	106	105	108	103	105
Cc1ccc(SCC(=O)NNC(=O)c2cncc(Br)c2)cc1	1	103	10	88	106	114	102	110
O=C(c1cc2ccccc2o1)N1CC=C(c2ccccc2)CC1	0	94	0	110	96	90	94	104
Cc1ccc(CN2CCN(CC(=O)N/N=C/c3c[nH]c4ccccc34)CC2)cc1	1	102	-6	101	98	94	101	95
CCn1cc(/C=C(\NC(=O)c2ccccc2F)C(=O)NCCCn2ccnc2)c2ccccc21	0	116	3	106	123	117	115	136
CC(=O)c1cnn(-c2cc(Oc3cccc(C)c3)ncn2)c1C	4	97	3	102	112	98	100	136
CC(NC(=O)CCNS(=O)(=O)c1cccc2nonc12)c1ccccc1 (stereo not drawn)	3	103	-3	100	100	103	105	99
O=C(COC(=O)/C=C/c1ccco1)NCc1ccccc1	6	104	5	103	108	107	104	92
COc1cccc(C2=CC(=O)CC(c3ccco3)C2)c1 (stereo not drawn)	0	81	2	143	92	103	96	107
O=C(Nc1ccc(O)cc1C(=O)O)c1ccc(NC(=O)c2ccco2)cc1	0	95	-10	100	95	95	95	98
CCCCN(CC)CCNC(=O)c1cc2c(=O)[nH]c3ccc(C)cc3c2s1	0	100	1	93	105	102	101	106
COc1ccc(NS(=O)(=O)c2cc(NC(=O)Cc3c(F)cccc3Cl)ccc2OC)cc1	2	105	0	100	101	97	105	92
CC1(C)CC(NC(=O)c2cc(S(=O)(=O)N3CCCCC3)ccc2Cl)CC(C)(C)N1	0	118	-6	105	113	112	108	92
c1ccc(CCn2nnnc2C(c2cccs2)N2CCOCC2)cc1 (stereo not drawn)	1	100	-8	98	105	103	98	99
COc1cc(C2Nc3cccc4cccc(c34)N2)ccc1OC(C)=O	0	97	12	87	84	80	90	101
COc1ccc(O)c(/C=N/NC(=O)c2cc(=O)[nH]c3ccccc23)c1	68*	98	5	96	99	90	99	85
CCOC(=O)N(C)S(=O)(=O)c1ccccc1[N+](=O)[O-]	4	105	6	104	101	96	99	124
O=C(Nc1ccncc1)c1ccc2c(c1)C(=O)N(C1CCCCC1)C2=O	0	106	6	111	112	98	106	116
CN1CCC(OC(=O)Cc2ccc(Cl)cc2)CC1	0	111	-8	91	104	103	106	100
CSc1ccc(C(=O)C2CCCN(C(=O)c3nonc3C)C2)cc1 (stereo not drawn)	0	76	3	69	83	105	98	104
CC(=O)c1ccc(NS(=O)(=O)c2ccc(CC(C)C)cc2)cc1	0	.	-5	97	101	101	96	109
O=S(=O)(NCc1cccs1)c1cccc2cccnc12	0	97	11	100	99	98	101	89
O=C(Nc1cccc(NC(=O)c2cccnc2)c1)c1cccnc1	0	111	-13	105	106	111	111	88
SMILES	GRK2 inh	AGP1 TOR yeast	VLA-4 inh	LAP4-GFP MLPCN	MEP2 TOR yeast	CIT2-GFP yeast	RPL19A-GFP yeast	Yeast superoxide
COc1ccc(OC)c(-n2c(-c3ccc(S(C)(=O)=O)cc3)cc(C=O)c2C)c1	2	103	9	91	97	97	97	98
O=C(NCc1ccco1)c1ccc2ccccc2c1	1	91	-2	101	97	88	94	102
CCOc1ccc(NC(=O)COC(=O)c2ccc(S(=O)(=O)N3CCOCC3)cc2)cc1	3	97	11	102	95	96	98	106
CCOc1ccccc1OCC(=O)Nc1ccc(Cl)cc1Cl	0	90	6	.	88	93	95	102
C=CCNC(=S)NNC(=O)c1cccn(Cc2ccc(Cl)cc2)c1=O	2	100	-4	86	101	.	103	103
CNC(=O)CSc1nnc(-c2ccco2)n1-c1cccc(C)c1C	10	102	-1	96	104	103	98	98

Single values from the list:
In RPL19A-GFP yeast, O=C(NCc1ccco1)c1ccc2ccccc2c1 is listed with 94
In CIT2-GFP yeast, COc1ccc(OC)c(-n2c(-c3ccc(S(C)(=O)=O)cc3)cc(C=O)c2C)c1 is listed with 97

Part of the list above, in CSV form:
SMILES,GRK2 inh,AGP1 TOR yeast,VLA-4 inh,LAP4-GFP MLPCN,MEP2 TOR yeast,CIT2-GFP yeast,RPL19A-GFP yeast,Yeast superoxide
CCOc1ccc(NC(=O)COC(=O)c2ccc(S(=O)(=O)N3CCOCC3)cc2)cc1,3,97,11,102,95,96,98,106
O=C(NCc1ccco1)c1ccc2ccccc2c1,1,91,-2,101,97,88,94,102
CNC(=O)CSc1nnc(-c2ccco2)n1-c1cccc(C)c1C,10,102,-1,96,104,103,98,98
